Compound activity as filed in PubChem BioAssay.
HP1b binding inh = HTS for Inhibitors of HP1-beta Chromodomain Interactions with Methylated Histone Tails. AlphaScreen HP1-beta / biotin-H3K9me3 peptide binding. Potency, µM (top dose mostly 114 µM), inactives show at the highest dose activity change, negative = inhibition, actives largely listed as inhibitors. 390,000 compounds, 0.56% hits. AID 540317, 2011; also: potency is read from the fitted curve at half-maximal effect; nearly all actives have a fitted effect of over 70% in size; inactives centre near 23
Target sequence (P83916 whole entry, looked up): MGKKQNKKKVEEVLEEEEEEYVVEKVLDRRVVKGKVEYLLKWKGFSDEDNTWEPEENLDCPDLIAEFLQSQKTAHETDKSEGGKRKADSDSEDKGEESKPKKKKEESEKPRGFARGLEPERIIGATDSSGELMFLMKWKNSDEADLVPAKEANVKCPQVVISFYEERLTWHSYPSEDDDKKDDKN
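Compound inhibition of the preformed complex between 50 nM HP1-beta and 50 nM biotinylated H3K9me3 peptide was read by AlphaScreen. Buffer was PBS pH 7.4 with 0.01% Tween-20. Incubations ran 30 min at room temperature, with 10 ug/mL donor/acceptor beads.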
RGS4 inhibitor = Inhibitors of Regulator of G Protein Signaling (RGS) 4: qHTS; Regulator of G-protein signaling 4 (Homo sapiens), P49798; Transcreener GDP fluorescence polarization, RGS4-accelerated GTP hydrolysis; Potency, µM (series often up to 114 µM), for inactives: top-dose activity change, negative = inhibition, usual class: inhibitors; 390,000 compounds, 0.039% hits; also: potency is read from the fitted curve at half-maximal effect; % is scaled to controls: 0 for no effect and ±100 for the full control effect; nearly all actives have a fitted effect of over 75% in size; some results filed as inactive show a strong effect at the top dose
Target sequence (P49798 whole entry, looked up): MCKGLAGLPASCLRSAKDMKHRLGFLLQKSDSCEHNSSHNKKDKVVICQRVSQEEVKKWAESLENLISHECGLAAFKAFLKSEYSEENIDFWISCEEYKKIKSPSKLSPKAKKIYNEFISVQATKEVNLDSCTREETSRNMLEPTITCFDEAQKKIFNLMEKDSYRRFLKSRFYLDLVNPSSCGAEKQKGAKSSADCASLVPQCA
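MLSMR compounds (23 nl, pin-transferred) preincubated 10 min at room temperature with a 500nM (2x) first reagent, then RGS4 at 900nM (2x) plus Transcreener GDP mix added; fluorescence polarization (620/688 nm) read before and after 90 min at 30 °C.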
PI4K2A block = qHTS for small molecular inhibitors of PI4K2A; AID 1346378, 2018; purified PI4K2A, ADP-Glo luminescence, 1 h; active compounds read low; 420,000 compounds, 0.13% hits; activity change, negative = inhibition, % at 76.9 µM; Phosphatidylinositol 4-kinase type 2-alpha (Homo sapiens), Q9BTU6; in the data active = activity change below about -50%; inconclusive = mostly about -30% to -49%;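 also: -100% = wells without enzyme as full effect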
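Compounds are screened against recombinant PI4K2A using PI as substrate and ATP, the latter dispensed at 300 microM. Reactions run one hour at ambient temperature before ADP-Glo detection; full inhibition defined by wells lacking enzyme.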
ALOX12 inh = Primary qHTS assay for inhibitors of human arachidonate 12S-lipoxygenase (ALOX12): Round 2; Polyunsaturated fatty acid lipoxygenase ALOX12 (Homo sapiens), P18054; purified 12hLO, xylenol orange hydroperoxide absorbance; Potency, µM (titrated, usually from 108 µM), for inactives: at the highest dose activity change, negative = inhibition, actives largely listed as inhibitors; 580,000 compounds, 1.1% hits; AID 1671190, 2021; also: potency is read from the fitted curve at half-maximal effect; % is scaled to controls: 0 for no effect and ±100 for the full control effect
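Hydroperoxide product was detected by ferrous iron/xylenol orange as the 573 to 405 nm absorbance ratio. Arachidonic acid at 40 uM (final) was turned over for 30 min at room temperature by 150 nM human 12hLO, pH 7.0 Hepes buffer, after 15 min compound preincubation.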
ERG Ets-DNA blk = qHTS for Small Molecule Inhibitors of the ERG Ets/DNA interaction; 370,000 compounds, 0.028% hits; Transcriptional regulator ERG (Homo sapiens), P11308; fluorescence polarization, His-ERG Ets domain / labelled DNA; AID 624246, 2012; Potency, µM (top dose mostly 76.9 µM), without a hit: at the highest dose FP activity, negative = inhibition, hits mostly inhibitors; active = well fitted inhibition curve with a large enough effect in the polarisation, with a control signal flat; inconclusive = small, poorly fitted or top-dose-only effect, or effect the other way, or a change in a side signal; inactive = no such curve, though single readings can be large or run the other way; the % refers to the polarisation;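 also: polarization taken with two DNA probes labelled with fluorescein and Texas red; potency is read from the fitted curve at half-maximal effect; % of control where 0% means no effect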
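His-tagged ERG Ets domain (1 uM in the protein solution; 300mM KCl, 50mM Tris-HCl, 1mM EDTA, 1mM DTT, pH 7.5) received compound, then a probe mix of 5 nM fluorescein-DNA and 100nM Texas-615-DNA. Fluorescence polarization was read for both dyes.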
BAZ2B block = qHTS Assay for Inhibitors of BAZ2B | AlphaScreen BAZ2B-H3K14Ac peptide displacement | Potency, µM (highest dose often 114 µM), for the others: top-dose activity change, negative = inhibition, actives largely listed as inhibitors | AID 504333, 2011 | 360,000 compounds, 4.4% hits; also: potency is read from the fitted curve at half-maximal effect; % is scaled to controls: 0 for no effect and ±100 for the full control effect; nearly all actives have a fitted effect of over 60% in size
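Protein-peptide AlphaScreen: BAZ2B 50 nM, b-H3K14Ac 50 nM, 1x PBS pH 7.4 + 0.01% Tween-20. Preincubation 30 min RT; cpd 30 min RT (top 110 uM); beads 20 min RT, light-protected.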
JMJD2A Tudor inh = qHTS Assay for Inhibitors of JMJD2A-Tudor Domain | Lysine-specific demethylase 4A (Homo sapiens), O75164 | AlphaScreen JMJD2A-Tudor / H3K4me3 peptide binding | Potency, µM (top dose mostly 114 µM), for the others: at the top dose activity change, negative = inhibition, hits mostly inhibitors | 390,000 compounds, 4.4% hits; also: potency is read from the fitted curve at half-maximal effect; % is scaled to controls: 0 for no effect and ±100 for the full control effect; nearly all actives have a fitted effect of over 50% in size
G9a inh = qHTS Assay for Inhibitors of Histone Lysine Methyltransferase G9a | Histone-lysine N-methyltransferase EHMT2 (Homo sapiens), Q96KQ7 | G9a H3K9 monomethylation, AlphaScreen, 2 h | Potency, µM (doses to about 102 µM), without a hit: at the highest dose activity, negative = inhibition, usual class: inhibitors | 350,000 compounds, 8.8% hits | AID 504332, 2011; also: potency is read from the fitted curve at half-maximal effect; % is scaled to controls: 0 for no effect and ±100 for the full control effect; nearly all actives have a fitted effect of over 75% in size
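G9a (20 nM) preincubated 15 min RT with compounds, then 500 nM biotinylated H3K9 peptide and 20 uM SAM added; 2 h RT reaction. Monomethyl-H3K9 product detected by AlphaScreen with anti-H3K9me1 antibody, streptavidin donor and anti-rabbit IgG acceptor beads.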
GLS inh = qHTS for Inhibitors of Glutaminase (GLS). Glutaminase kidney isoform, mitochondrial (Homo sapiens), O94925. GLS enzymatic activity, qHTS titration. Potency, µM (doses to about 45.5 µM), inactives show at the top dose activity change, negative = inhibition, actives largely listed as inhibitors. 410,000 compounds, 0.21% hits; also: potency is read from the fitted curve at half-maximal effect; % is scaled to controls: 0 for no effect and ±100 for the full control effect
Target sequence (O94925 whole entry, looked up, canonical isoform): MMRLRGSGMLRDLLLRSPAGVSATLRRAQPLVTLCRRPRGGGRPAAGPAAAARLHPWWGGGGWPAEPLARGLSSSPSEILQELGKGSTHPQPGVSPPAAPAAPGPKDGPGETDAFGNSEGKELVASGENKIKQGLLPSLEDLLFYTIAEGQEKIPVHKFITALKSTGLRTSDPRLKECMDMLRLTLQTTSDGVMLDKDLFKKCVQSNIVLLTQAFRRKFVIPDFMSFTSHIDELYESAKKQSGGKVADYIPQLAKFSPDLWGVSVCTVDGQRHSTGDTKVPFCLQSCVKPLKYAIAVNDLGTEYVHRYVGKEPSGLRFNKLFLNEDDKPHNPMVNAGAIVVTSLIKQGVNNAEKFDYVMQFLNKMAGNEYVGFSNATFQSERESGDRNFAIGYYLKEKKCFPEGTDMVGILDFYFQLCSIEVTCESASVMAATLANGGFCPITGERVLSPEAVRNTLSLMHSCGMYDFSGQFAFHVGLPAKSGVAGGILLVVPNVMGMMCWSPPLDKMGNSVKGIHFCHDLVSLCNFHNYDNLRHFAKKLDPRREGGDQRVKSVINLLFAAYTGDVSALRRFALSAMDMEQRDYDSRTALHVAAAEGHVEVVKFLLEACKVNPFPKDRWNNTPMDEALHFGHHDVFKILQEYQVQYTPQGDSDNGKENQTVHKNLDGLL
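hKGA in 45 mM KH2PO4 pH 8.2, 0.02% Tween-20 with pin-transferred compounds; 1 mM L-glutamine (stock) plus glutamate oxidase/HRP/Amplex Red coupling added. Fluorescence read initially and after 30 min at RT.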
* hit, by the source's call; ? = inconclusive; / = no result given; & = joins results of further samples; [ ] = another dose, or the depositor's remark. Unless noted, calls follow the shape of the dose curve; as a rule, active = well fitted curve in the direction sought with a large enough effect; inconclusive = small, poorly fitted or top-dose-only effect, or another doubt; inactive = no such curve, though single readings can be large; an effect the other way counts as inactive or inconclusive. These rows are one share of the data. The share of hits here may be higher or lower than overall.

SMILES | HP1b binding inh | RGS4 inhibitor | PI4K2A block | ALOX12 inh | ERG Ets-DNA blk | BAZ2B block | JMJD2A Tudor inh | G9a inh | GLS inh
CS(=O)(=O)N(CC(=O)NCCSc1ccccn1)c1cccc2ccccc12 | 34.1% | 8.6% | -0.2 | -12.2% | 10.4% | -4.2% | -13.2% | -0.5%[59 µM] | -5.4%
CC(O)(CS(=O)(=O)Cc1ccccc1)c1ccc(Cl)cc1 (configuration not stated) | 35.2% | -22.8% | 3.0 | 0.5% | 4.0% | -30.5% | 2.3% | -30.9% | -1.8%
CCN(CC)c1ccc(NC(=O)C2CCN(S(=O)(=O)c3c(C)noc3/C=C/c3ccccc3F)CC2)c(C)c1 | 7.3%[57 µM] | -0.9% | -1.4 | -21.7% | 1.6% | -15.9% | -24.6% | -50.2%[59 µM] | 3.3%
Cn1c(=O)cc(SCC(=O)NCCN2CCN(c3ccccc3F)CC2)c2cc(Cl)ccc21 | 8.5% | -6.9% | 1.3 | -11.6% | -4.6% | ? | -21.4% | -22.9% | -1.3%
O=C(COC(=O)c1ccc2ncsc2c1)Nc1ccc(Cl)cc1 | 31.4% | -1.7% | -4.5 | ? | 15.1% | -2.7% | -9.1% | -43.9%[12.7 µM] | 8.5%
C=CCNC(=O)/C(C#N)=C/c1cc(Br)ccc1OC | 15.0% | -27.3% | 31.9 | -11.6% | -1.1% | 0.5% | -3.5% | 27.1%[12.7 µM] | 0.0%
Clc1ccccc1CNc1nc2ccccc2c2nc(-c3cccnc3)nn12 | 28.5% | -14.1% | -0.1 | 1.4% | 4.4% | 0.9% | 0.4% | 1.8%[59 µM] | -10.1%
CCOC(=O)c1c(C)n(OCc2ccccc2)c2ccc3c(no[n+]3[O-])c12 | 13.7% | 23.9% | -2.6 | -10.3% | / | -7.1% | -9.9% | -6.5%[59 µM] | -3.9%
CCN1C(=O)[C@@H]2C(C(=O)c3cnccn3)=NN[C@@H]2C1=O | -2.0% | 12.0% | -1.7 | ? | 8.7% | -14.2% | 44.7µM* | / | 12.8%
CCSc1nnnn1-c1ccccc1 | 34.1%[activator] | 10.4% | 5.3 | 0.0% | -8.9% | -7.4% | -3.2% | -26.8% | 1.8%
Cc1ccccc1C(=O)NCC(=O)NNC(=O)c1cccc(Cl)c1 | 35.5% | 11.5% | -1.8 | 14.0% | 3.6% | 2.1% | -9.8% | 45.4%[activator][12.7 µM] | 13.1%
CCOc1ccccc1NC(=O)CN1C(=O)C(=O)N(Cc2ccco2)C1=O | 50.8%[activator] | ? | 5.4 | 43.2%[activator] | 6.8% | -23.6% | -16.8% | -3.9% | 3.9%
CCCN(CCC)CCCNC(=O)Cn1cnc2sc(C)c(S(=O)(=O)N3CCCCC3)c2c1=O | 8.3%&20.9% | 22.6%&23.6% | -2.5&-1.2 | -0.2%&-19.4% | -2.1%&-4.3% | 3.9%&4.6% | -11.0%&-0.3% | 13.6% | 4.4%&-15.9%
CSc1nc2sccc2c(=O)[nH]1 | 42.3%[activator] | -17.8% | -6.0 | 1.0% | 20.0% | -1.3% | -2.8% | 36.8% | -4.8%
Cc1ccc(S(=O)(=O)NN2C(=O)c3ccccc3NC2c2ccco2)cc1 (configuration not stated) | 32.3% | 20.6% | -4.8 | -7.9% | 3.3% | -13.9% | -7.0% | -33.4% | 0.0%
COc1ccc(CCNC(=O)CC2Nc3ccccc3NC2=O)cc1 (configuration not stated) | 38.3%[activator] | -5.5%[56.9 µM] | -10.0 | -2.2% | 8.1% | ? | -13.0%[57.1 µM] | -7.1%[59 µM] | -1.5%
O=c1c2ccccc2nnn1CSc1nc2cc(Cl)ccc2c(=O)n1Cc1ccco1 | ? | -28.5% | -2.0 | 0.0% | 7.9% | / | -5.3% | / | /
COCCN(Cc1ccco1)C(=O)c1cc2c(=O)[nH]c3ccc(C)cc3c2s1 | -1.0% | -30.7% | 6.1 | -7.2% | -8.3% | -4.6% | -12.7% | -9.5%[59 µM] | -8.4%
O=C(NNc1ccc([N+](=O)[O-])cc1)c1ccccc1Cl | 16.8% | -16.0% | -2.9 | -8.0% | -19.9% | -3.6% | -19.0% | ? | -7.1%
COc1ccc(N(CC(=O)N2CCCCC2)S(=O)(=O)c2c(C)nn(C)c2C)cc1 | 25.8% | 11.8% | -21.3 | 37.7% | 12.0% | -4.8% | -3.5% | ? | -13.4%
CCOC(=O)c1sc(N(Cc2ccccc2)C(=O)COC(=O)c2ccccc2O)nc1C | 29.0% | -27.4% | 7.8 | -19.5% | / | -0.6% | -6.2% | ? | 9.6%
COc1ccc2c(C)c(CC(=O)N3CCN(C(=O)C4COc5ccccc5O4)CC3)c(=O)oc2c1C (configuration not stated) | -21.1% | -62.3%[56.9 µM] | 7.3 | -29.5%&9.2% | 0.6% | -1.5% | 17.8µM* | 5.4% | -6.2%
COc1ccc([C@@H]2CC=C(C(=O)O)[C@H](c3ccc(F)cc3)N2S(=O)(=O)c2ccc(C)cc2)cc1OC | 35.7% | 1.4% | 3.8 | -7.1% | -8.0% | 1.2% | -16.9% | 10.7%[2.33 µM] | -6.0%
Cc1cc(C)c2c(n1)nn1c(NCCCN(C)C)cc(C)nc21 | 25.0% | 10.3% | 0.4 | 0.0% | -9.7% | 11.9% | -11.9% | 3.6%[59 µM] | -4.0%
CN(C)S(=O)(=O)c1ccc(C(=O)Nc2cc(=O)n(C)c(=O)n2C)cc1 | 17.3% | 5.6% | 0.9 | 13.2% | -3.9% | 7.8% | -6.3% | 0.2%[59 µM] | 14.7%
Next records follow.
SMILES | HP1b binding inh | RGS4 inhibitor | PI4K2A block | ALOX12 inh | ERG Ets-DNA blk | BAZ2B block | JMJD2A Tudor inh | G9a inh | GLS inh
O=C(Nc1ccc2c(c1)OCO2)C1CC(=O)N(c2ccccc2)C1 (configuration not stated) | 3.7% | 11.0% | -0.3 | -22.8% | 12.9% | 3.5% | -16.4% | 3.2%[59 µM] | -1.2%
O=C(Nc1cccc(Cl)c1)c1csnn1 | -21.0% | 2.8% | -3.3 | -56.4% | 3.6% | ? | -22.8% | ? | -8.1%
COc1ccccc1NC(=O)CSc1ccc2nnc(-c3ccc(C)cc3)n2n1 | 45.4%[activator] | -20.0% | -7.7 | 12.1%[57.4 µM] | 1.3% | 0.2% | -24.1% | 3.7% | 7.2%
Clc1cccc(NCc2nnc(SCc3ccc(Cl)cc3Cl)o2)c1 | 130.7%[activator] | -23.2% | 3.2 | 8.2% | 4.0% | 42.0%[activator] | 34.4% | 53.0%[activator][59 µM] | -3.0%
O=C(NCc1ccccc1)c1cc(-c2cccc(O)c2)on1 | 27.2% | -3.8% | -10.2 | 11.3% | 0.3% | -2.8% | -7.7% | -1.4% | 1.8%
Cc1ccc(-c2cc(NC(=O)CCl)n(-c3ccccc3)n2)cc1 | -2.7% | ? | 4.1 | ? | 4.0% | -17.8% | 79.4µM* | -45.9% | 11.4%
CCOC(=O)[C@H]1[C@H]2COc3ccc(Cl)cc3[C@H]2N2C(=O)CNC(=O)[C@@]12C | 34.5% | 3.5% | -2.0 | ? | -4.4% | / | -2.9% | / | -2.8%
Cc1nc2ccc(NC(=O)N3CCSCC3)cc2nc1C | 10.5% | 14.6% | -16.0 | -26.8% | -1.3% | 1.8% | -17.1% | -6.0%[12.7 µM] | 4.5%
COc1ccc(Br)cc1CNc1ccc(N2CCOCC2)cc1 | ? | 18.5% | -4.5 | 0.0% | 1.6% | 28.2µM* | 39.8µM* | ? | 27.4%
O=C(CCc1nnc2ccc(NCc3ccccc3)nn12)NC1CCCC1 | 5.2% | 7.0%[11.4 µM] | -3.3 | 16.1% | 5.7% | -17.1% | ? | 5.2% | 2.7%
CN(CC(=O)Nc1ccccc1Cl)C(=O)CN1C(=O)C2CC=CCC2C1=O (configuration not stated) | 34.4% | 13.4% | 3.8 | -0.7% | 4.5% | / | -15.5% | / | 1.4%
O=C(Nc1ccccc1)[C@@H]1CC=C[C@@H]2CCN(C3CCCCC3)C(=O)[C@@H]21 | 29.1% | 11.0% | 0.1 | -3.6% | -9.4% | / | -11.3% | / | 3.6%
CCn1c(=O)c(C(=O)NCc2ccc(F)cc2)c(O)c2ccccc21 | 145.7%[activator] | -2.3% | 0.0 | 2.5% | 5.1% | 24.0% | 91.0%[activator] | 157.6%[activator] | -3.2%
